RXFP1 antagonist – antagonists of human relaxin receptor RXFP1 | Q9HBX9 | HEK293-RXFP1, relaxin-stimulated cAMP HTRF, 30 min; hits give low values | activity change, negative = inhibition, % at 57.5 µM | 350,000 tested, 0.59% active;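 active = activity change of -60% or lower, but not beyond a set lower limit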
Target sequence (Q9HBX9 whole entry, looked up): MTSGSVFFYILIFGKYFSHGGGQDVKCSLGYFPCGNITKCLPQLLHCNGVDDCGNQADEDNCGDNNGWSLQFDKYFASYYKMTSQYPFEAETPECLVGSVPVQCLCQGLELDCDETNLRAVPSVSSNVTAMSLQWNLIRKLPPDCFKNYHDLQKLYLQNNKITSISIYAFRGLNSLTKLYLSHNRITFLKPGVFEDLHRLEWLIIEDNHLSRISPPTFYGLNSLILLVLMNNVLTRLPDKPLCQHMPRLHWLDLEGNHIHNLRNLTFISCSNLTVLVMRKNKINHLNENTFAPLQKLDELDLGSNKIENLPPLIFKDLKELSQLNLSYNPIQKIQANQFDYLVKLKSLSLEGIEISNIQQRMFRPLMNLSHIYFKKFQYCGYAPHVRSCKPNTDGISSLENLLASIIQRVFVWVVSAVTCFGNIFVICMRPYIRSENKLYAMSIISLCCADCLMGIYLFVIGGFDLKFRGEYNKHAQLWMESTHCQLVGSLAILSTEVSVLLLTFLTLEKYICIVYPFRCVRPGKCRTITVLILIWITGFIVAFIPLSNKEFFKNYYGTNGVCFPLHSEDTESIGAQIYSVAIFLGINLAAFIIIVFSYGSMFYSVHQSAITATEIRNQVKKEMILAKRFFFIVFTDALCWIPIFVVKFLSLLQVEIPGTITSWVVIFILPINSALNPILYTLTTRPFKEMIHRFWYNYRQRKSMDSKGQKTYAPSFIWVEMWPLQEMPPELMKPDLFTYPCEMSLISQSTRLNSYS
An asterisk follows results filed as active; & = joins results of further samples. % is set by controls: 0 for no effect and ±100 for the full control effect. The list is partial, so the mix of outcomes need not match the whole.

structure	RXFP1 antagonist
COc1ccc(C(=O)OCC(=O)c2ccco2)cc1[N+](=O)[O-]	-2.6
O=C1COC(c2ccccc2O)=NN1CCCl	-5.3
C=COC(=O)NC1CCc2cc(OC)c(OC)c(OC)c2-c2ccc(SC)c(=O)cc21 (centres undefined)	1.9
Cc1ccc2nc(C(Cl)(Cl)Cl)nc(N/N=C/c3ccc([N+](=O)[O-])cc3)c2c1	11.7
Cc1ccccc1OCC(=O)OCC(=O)NCc1ccc2c(c1)OCO2	-7.7
CCOC(=O)c1c(NC(=O)C(F)(OC)C(F)(F)F)sc2c1CCN(C)C2 (centres undefined)	5.5
CCN(CC)C(=O)C1=C(C)N(Cc2ccc(OC)cc2)C(=O)C(CC(=O)NCCc2ccccn2)C1 (centres undefined)	9.6
O=C(CNC(=O)N1CC(=O)Nc2ccccc21)NCCCc1ccccc1	-2.6
C[C@H]1CN([C@@H](C)CO)C(=O)CCCn2nncc2CO[C@H]1CN(C)C(=O)Nc1cccc(Oc2ccccn2)c1	15.6
O=C(COC(=O)c1ccccc1Br)NCC1CCCO1 (centres undefined)	6.4
CC(=O)OCC(=O)C1(O)CCC2C3CCC4=CC(=O)CCC4(C)C3(Cl)C(O)CC21C (centres undefined)	5.4
C[C@H]1CN([C@@H](C)CO)C(=O)c2cc(Br)cnc2O[C@H]1CN(C)C(=O)C1CCC1	10.7

Gathered by group: those above with a nitro group on carbon (two)
structure	RXFP1 antagonist
COc1ccc(C(=O)OCC(=O)c2ccco2)cc1[N+](=O)[O-]	-2.6
Cc1ccc2nc(C(Cl)(Cl)Cl)nc(N/N=C/c3ccc([N+](=O)[O-])cc3)c2c1	11.7

Remaining list, next part:
structure	RXFP1 antagonist
O=C(CN1C(=O)NC(c2ccccc2)(c2ccccc2)C1=O)NCc1ccc(F)cc1	-6.3
COc1ccccc1N1CCN(C(=O)c2cc(S(=O)(=O)N3CCCCC3)ccc2C)CC1	1.3
COC1OC(COCc2ccccc2)C(N)C(OCc2ccccc2)C1OCc1ccccc1 (centres undefined)	-27.0
Cc1c(Cl)c(=O)oc2cc(OCC(=O)N3CCCC(C)C3)ccc12 (centres undefined)	-5.6
Cc1ccccc1-n1c(SCC(=O)NCC2CCCO2)nnc1-c1ccncc1 (centres undefined)	-0.2
S=C(Nc1ccc(Cl)cc1)NC1CC2CCCC(C1)N2C1CCCC1 (centres undefined)	7.9
COc1ccc(NC(=O)C2CC(=O)N(c3ccccc3F)C2)cc1S(=O)(=O)N1CCCCC1 (centres undefined)	-1.3
CCC(=NNS(=O)(=O)c1ccc(C)cc1)c1ccc(OC)c(C)c1	13.9
O=[N+]([O-])c1ccc(Nc2nccc(Cl)n2)cc1	-15.9
Cc1cccc(CC(=O)NCCS(=O)(=O)N2CCN(c3ccccc3)CC2)c1	12.8
Cc1ccc(NC(=O)c2cc(S(=O)(=O)N3CCCCC3)ccc2N2CCOCC2)cc1S(=O)(=O)N(C)C	8.6
C[C@H]1C[C@H](O)c2ccsc2S1(=O)=O	-9.1
O=c1[nH]c(=O)c2ccccc2o1	-4.5&6.6
COc1ccc(C(=O)c2cn(-c3cccc(Br)c3)nc2C(C)=O)cc1	-22.6
Cc1ccc(S(=O)(=O)N2CCN(C(=O)CN3C(=O)NC(C)(CCC(C)C)C3=O)CC2)c(C)c1 (centres undefined)	1.4
N#CCCN(C(=O)CSc1nc2ccccc2c(=O)[nH]1)c1ccc(F)cc1	3.9
Nc1ccc(S(=O)(=O)Nc2nccs2)cc1	-8.4
Cc1ccc(S(=O)(=O)N2CCCCC2)cc1NC(=O)C1CC1	-33.2
C[C@@H]1CCCCO[C@H](CN(C)Cc2ccc3c(c2)OCO3)[C@H](C)CN([C@@H](C)CO)C(=O)c2cc(NC(=O)c3ccccc3)ccc2O1	16.7
O=C(COC(=O)Cc1ccc(Br)cc1)Nc1ccc(Cl)cn1	-12.2
Cc1nnc(N2C(=O)C(=O)/C(=C(/O)c3ccc4c(c3)OCCO4)C2c2cccc([N+](=O)[O-])c2)s1 (centres undefined)	1.2
O=C(O)CCn1c(=O)oc2cc(S(=O)(=O)N3CCCC3)ccc21	-5.7
O=c1c(=O)n(CCO)n(CCO)c(=O)n1CCO	-5.3
NC(=O)NN=C1CCn2cccc21	-10.8
Nc1ccc2c(=O)[nH][nH]c(=O)c2c1	-12.1
S=C(NC1CCCCC1)NN1CCCCCC1	-8.1
Cc1ccc(S(=O)(=O)N2CCOCC2)cc1NC(=O)c1ccncc1	-0.8
O=C(Nc1ccc(C(=O)O)cc1)/C(=C\c1ccc2c(c1)OCO2)NC(=O)c1ccccc1Cl	-3.3
COc1ccc(CN2CCN(C(=O)C3CCN(C(=O)Nc4ccccc4)CC3)CC2)cc1OC	4.1
O=C(COC(=O)c1cc(S(=O)(=O)N2CCCCC2)ccc1N1CCOCC1)c1ccccc1Cl	4.2
COc1ccc(C(=O)NCC2CCCO2)cc1S(=O)(=O)NCc1ccc(Cl)cc1 (centres undefined)	2.9
O=C(C=Cc1ccccc1)c1cc(Br)ccc1O	-12.7
CN(C(=O)CSc1nc2ccccc2c(=O)n1-c1ccccc1Cl)C1CCS(=O)(=O)C1 (centres undefined)	-15.0
CCCOc1ccccc1N/C(=N\S(=O)(=O)c1ccc(C)cc1)Nc1nc(C)cc(C)n1	4.9
CCCCN1C(=O)C(CC(=O)NCCCCc2ccccc2)CC(C(=O)N(C)C)=C1C (centres undefined)	10.2
CC(=O)c1ccc(NC(=O)C2CC2c2ccccc2)cc1 (centres undefined)	0.6
CN(C(=O)C1CC1)c1ccccc1	1.1
CCOC(=O)N1CCN(C(=O)C2CCC(=O)N(CCc3ccccc3)C2)CC1 (centres undefined)	-13.3
COCC(C)N1CCC(n2nccc2NC(=O)c2ccccc2Cl)CC1 (centres undefined)	-6.5
CN(CC(=O)Nc1cccc(F)c1)C(=O)Cc1ccsc1	0.4
O=S(=O)(Nc1c(O)ccc2ccccc12)c1ccc(F)cc1	-4.4
O=C(C=NNc1ccccc1)c1ccccc1	-26.2
CCc1ccc(/C=C2\SC(=S)N(CCCC(=O)N3CCCC3)C2=O)cc1	-0.7
CCn1c2ccccc2c2cc(NC(=O)N3CCCCC3)ccc21	10.4
Cc1ccc(-c2ccccc2C#N)cc1	-7.6
Cc1c(C(=O)O)sc2nc(C)n(C)c(=O)c12	1.5
C[C@@H]1CCCCO[C@@H](CN(C)Cc2ccccc2)[C@@H](C)CN([C@H](C)CO)C(=O)c2cc(NC(=O)Nc3cccc4ccccc34)ccc2O1	-7.1
Cc1ccc(S(=O)(=O)N(C)CC(=O)NNC(=O)CCNS(=O)(=O)c2cccc(C)c2)cc1	5.5
Cc1ccc(S(=O)(=O)N2C[C@H]3n4c(=O)ccc(=O)n4C[C@H](OC(=O)NC4CCCC4)[C@@]3(O)C2)cc1	-5.3
CC1CC(C)(C)CC2(C1)NC(=O)N(CC(=O)Nc1ccc3c(c1)OCO3)C2=O (centres undefined)	2.1
CCCCN(C(=O)CSc1ncnc2sccc12)c1c(N)n(Cc2ccccc2)c(=O)[nH]c1=O	-3.6
CC(=O)Cn1cnc2c(cnn2-c2ccc(F)cc2)c1=O	-1.3
CN1c2ccccc2C(O)=C(C(=O)Nc2ccccc2)S1(=O)=O	-4.3
Cc1ccsc1C(=O)OCC(=O)NC1CCCCC1	2.0
C#CCN1N=C(c2ccc(C)cc2)CSC1=O	4.4
CC(=O)c1ccc2c3c(cc(C)c2c1)CCCC3	-4.8
Cn1c(=O)[nH]c(=O)c2[nH]c(CO)nc21	-11.4
C[N+](C)(C)CC[N+]1(C)Cc2c(Cl)c(Cl)c(Cl)c(Cl)c2C1	-7.2
CCOc1ccc2ccccc2c1CNCCCN1CCOCC1	-4.7
CC(=O)OC/C=C(C)/C=C/C=C(C)/C=C/C1=C(C)CCCC1(C)C	-14.4

The list continues.
structure	RXFP1 antagonist
CCOC(=O)C(Cc1c[nH]c2cc([N+](=O)[O-])ccc12)(NC(C)=O)C(=O)OCC	-1.4
COc1ccc(NC(=O)N(C)C[C@@H]2OCc3cn(nn3)CCCC(=O)N([C@H](C)CO)C[C@H]2C)cc1	2.5
CC1CCCC(C)N1C(=O)COC(=O)c1ccco1 (centres undefined)	-5.6
CN(C(=O)c1ccc(N2CCCCC2)c([N+](=O)[O-])c1)C1CCS(=O)(=O)C1 (centres undefined)	5.4
Cc1ccc(S(=O)(=O)N2CCCCC2)cc1NC(=O)CSc1nnc(C2CC2)n1C	-3.0
O=C(O)COc1ccc(NC(=O)c2ccc3c(c2)C(=O)N(CC2CCCO2)C3=O)cc1 (centres undefined)	9.5
CNC(=O)C[C@H]1C(=O)N(Cc2ccccc2)C[C@@H]1Cc1ccccc1	0.0
CCOC(=O)C(C)(C)Oc1cccc2c1S(=O)(=O)c1ccccc1-2	-3.6
O=C1Nc2ccc(F)cc2C12Nc1ccccc1-c1nnc(SCc3ccccc3)nc1O2 (centres undefined)	-19.0
CC(NC(=O)COC(=O)Cc1cccs1)c1ccc(F)cc1 (centres undefined)	-10.4
COc1cc(Cc2cc(OC)c(O)c(OC)c2)cc(OC)c1O	9.9
COc1ccc(S(=O)(=O)N2CCC(C(=O)N[C@@H](C)C(=O)NCc3ccco3)CC2)cc1	-3.7

Quoted at random: 6 records from the list, in no set order.
structure	RXFP1 antagonist
CC(NC(=O)COC(=O)Cc1cccs1)c1ccc(F)cc1 (centres undefined)	-10.4
COc1ccc(S(=O)(=O)N2CCC(C(=O)N[C@@H](C)C(=O)NCc3ccco3)CC2)cc1	-3.7
O=C1Nc2ccc(F)cc2C12Nc1ccccc1-c1nnc(SCc3ccccc3)nc1O2 (centres undefined)	-19.0
Cc1ccc(S(=O)(=O)N2CCCCC2)cc1NC(=O)CSc1nnc(C2CC2)n1C	-3.0
O=C(O)COc1ccc(NC(=O)c2ccc3c(c2)C(=O)N(CC2CCCO2)C3=O)cc1 (centres undefined)	9.5
CNC(=O)C[C@H]1C(=O)N(Cc2ccccc2)C[C@@H]1Cc1ccccc1	0.0

(list continues)
structure	RXFP1 antagonist
O=C1[C@H]2[C@@H](c3ccc(C(F)(F)F)cc3)N[C@]3(CCCN(Cc4ccc(Cl)cc4)C3=O)[C@H]2C(=O)N1Cc1ccccc1	-12.5
COc1ccc(S(=O)(=O)N2CC=C(c3ccccc3)CC2)cc1OC	3.2
CSc1nc2ncncc2[nH]1	-11.8
CCCCN(C(=O)COC(=O)c1sccc1C)c1c(N)n(CCC)c(=O)[nH]c1=O	-4.2
CC1CCCCC1NCC(=O)Nc1ccccc1C(=O)Nc1ccccc1 (centres undefined)	-0.6
CCN(CC)S(=O)(=O)c1ccc(C(=O)NNC(=O)C2COc3ccccc3O2)cc1 (centres undefined)	1.2
COc1ccc(C(=O)N(C)[C@H]2C[C@H]3c4[nH]c5ccccc5c4CCN3C(=O)[C@H]2CO)cc1	-3.7
COc1ccccc1NOC(=O)CCOc1ccccc1	-1.3
CCOc1ccc(C(=O)CCC(=O)N2CCN(c3ccc(O)cc3)CC2)cc1	-0.3
COc1ccc(NS(=O)(=O)c2cccc(C(=O)NCC(c3cccs3)N3CCOCC3)c2)cc1 (centres undefined)	-12.4
C[C@@H]1CN([C@@H](C)CO)C(=O)CCCn2nncc2CO[C@@H]1CN(C)C(=O)C1CCCCC1	2.5
Cn1c(Cn2c(=O)sc3ccccc32)nnc1SCC(=O)Nc1ccc2c(c1)OCO2	-4.8
CC1(C)NC(=O)N(CC(=O)Nc2ccc(-n3cnnn3)cc2)C1=O	-71.3*
O=C(CC(NC(=O)OCc1ccccc1)c1nn[nH]n1)OCc1ccccc1 (centres undefined)	0.5
Cc1ccc(CN2CC(C(=O)Nc3nc(C)cs3)CC2=O)cc1 (centres undefined)	-7.0
C[C@H]1CCCCO[C@@H](CN(C)C(=O)NC2CCCCC2)[C@@H](C)CN([C@@H](C)CO)C(=O)c2cc(NC(=O)Cc3ccccc3)ccc2O1	17.4
Cc1sc2c(c1C)c(=O)n(-c1ccc(F)cc1)c(=O)n2CC(=O)NCc1ccco1	5.6
Cc1ccc(S(=O)(=O)N2CCOCC2)cc1NC(=O)CSc1nnc(COc2ccccc2F)n1N	6.0
CO/N=C(\C(=O)N[C@@H]1C(=O)N2C(C(=O)O)=C(CSc3nc(=O)c(O)nn3C)CS[C@H]12)c1csc(N)n1	-23.0
COc1ccccc1CNC(=O)COC(=O)c1cccs1	2.3
FC(F)(F)c1nnc2ccc(N3CCCCC3)nn12	-9.3
CN1CCC(N(C)C(=O)c2ccc(Cl)c(S(=O)(=O)N(C)c3ccc(Cl)cc3)c2)CC1	-5.1
CC(=O)N(C(C)=O)c1ccc(Oc2ccc(Oc3ccc(N(C(C)=O)C(C)=O)cc3)cc2)cc1	-0.2
CCN1CCN(CC(=O)Nc2cc(S(=O)(=O)N(CC)c3ccccc3)ccc2Cl)CC1	-7.1
COc1ccc(C(C)=NOC(=O)c2c(-c3ccccc3Cl)noc2C)cc1CN1CCOCC1	15.8
CC(C)[C@H](NC(=O)c1ccc(Cl)cc1Cl)C(=O)NNC(=O)c1ccco1	0.0
Cc1ccc(C(=O)NNC(=O)c2ccc3ccccc3c2)cc1	-10.2
COc1cccc(C(=O)N2CCN(c3nc4cc(C)cc(C)c4cc3C#N)CC2)c1	0.4
Cc1ccc(S(=O)(=O)N2CCC(=O)c3ccccc32)cc1	-3.6
O=C(O)c1cc(S(=O)(=O)N2CCCCC2)ccc1N1CCOCC1	-0.6
CCCCOn1c(C)c(C(=O)OCC)c2c3nonc3ccc21	-11.1
C[C@@H](CN1CC(=O)NC(=O)C1)N1CC(=O)NC(=O)C1	-15.1
Cc1noc(C)c1NC(=O)N(C)C[C@@H]1Oc2ncc(C#CC3CC3)cc2C(=O)N([C@@H](C)CO)C[C@@H]1C	6.2
